Screening results: PubChem, National Center for Advancing Translational Sciences (NCATS)
SMN2 splice up – enhancers of SMN2 splice variant expression; hit rate 2.8% among 210,000; Potency, µM (titrated, usually from 46.1 µM), without a hit: at the highest dose activity change, positive = activation, most hits filed as activators; AID 1458; HEK293 SMN2-luciferase splicing reporter, luminescence, 30-36 h; also: % of control where 0% means no effect; nearly all actives have a fitted effect of over 55% in size
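HEK293 cells carry an SMN2 minigene-luciferase reporter in which exon 7 inclusion puts luciferase in frame. Cells were seeded at 2000 cells/well, attached for 10-12 hours, then exposed to compounds for 30-36 hours at 37C before ONE-Glo luminescence.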
HTT cytoprotect – protects HTT-Q103 PC12 cells, measured by ATP; PC12 HTT-Q103 induced, cytoprotection, ATP luminescence, 40 h; Potency, µM (titrated, usually from 56.4 µM), inactives show cytoprotection (ATP increase), actives largely listed as activators; hit rate 0.14% among 230,000; AID 1471;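 also: % of control where 0% means no effect; nearly all actives have a fitted effect of over 45% in size; toxic huntingtin expression switched on by the ecdysone agonist tebufenozide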
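Readout: ATPlite luminescence (ATP level). Model: stable PC12, inducible Htt exon1 Q103-GFP. Inducer: tebufenozide, 100 nM final. Compounds: dose series. No G418 in medium.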
Tau fluor cs – counter-screen for tau fibril formation inhibitors. tau K18 P301L Alexa594 fluorescence, heparin fibrillization. Potency, µM (series often up to 57.7 µM), for inactives: top-dose activity change, negative = decrease. hit rate 0.93% among 280,000; also: % is scaled to controls: 0 for no effect and ±100 for the full control effect; nearly all actives have a fitted effect of over 55% in size
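Human K18 P301L tau (15 uM unlabeled plus 0.24 uM Alexa 594-labeled, final) in 100 mM sodium acetate pH 7 was mixed with compound and 20 uM heparin and incubated 6 hr at 37 C.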
JMJD2E inh – inhibitors of human JMJD2E histone demethylase; JMJD2E catalytic domain, FDH-coupled NADH fluorescence (FDH is formaldehyde dehydrogenase); Potency, µM (doses to about 57.1 µM), for the others: at the highest dose activity change, negative = inhibition, most hits filed as inhibitors; hit rate 1.6% among 230,000; AID 2147; active = well fitted inhibition curve with a large enough effect, not every such curve was filed as active; inconclusive = small, poorly fitted or top-dose-only effect, or another doubt; inactive = no such curve, though single readings can be large or run the other way;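 also: 0% = wells with enzyme and -100% = buffer wells without enzyme; nearly all actives have a fitted effect of over 50% in size; many of its hits are not listed in these tables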
Target sequence (B2RXH2 1-337 limits assumed): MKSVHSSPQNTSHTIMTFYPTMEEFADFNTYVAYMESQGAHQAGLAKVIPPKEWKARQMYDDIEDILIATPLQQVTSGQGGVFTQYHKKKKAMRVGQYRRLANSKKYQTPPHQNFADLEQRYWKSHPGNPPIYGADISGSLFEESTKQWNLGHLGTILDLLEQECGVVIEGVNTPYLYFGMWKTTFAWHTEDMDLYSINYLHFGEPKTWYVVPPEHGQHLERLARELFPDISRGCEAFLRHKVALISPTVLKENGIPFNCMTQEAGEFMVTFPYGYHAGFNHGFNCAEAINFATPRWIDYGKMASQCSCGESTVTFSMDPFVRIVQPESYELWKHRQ
HTT aggregate – mutant huntingtin aggregation inhibition. PC12 HttQ103-GFP aggregates, Acumen cytometry, 40 h. hit rate 1.1% among 220,000. Potency, µM (doses to about 46.1 µM), for inactives: top-dose activity change, negative = inhibition, actives largely listed as inhibitors; also: % is scaled to controls: 0 for no effect and ±100 for the full control effect; nearly all actives have a fitted effect of over 60% in size
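PC12 cells with ecdysone-inducible HTT exon1 Q103-GFP, induced by 100 nM tebufenozide, given compounds in a concentration series. GFP aggregates (1–25 um, 6 SD above background) counted in lysates by laser-scanning cytometry, 488 nm excitation.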
Tau ThT inhib – blocks human tau fibril formation measured by thioflavin T; Potency, µM (doses to about 57.4 µM), for inactives: top-dose activity, negative = inhibition, hits mostly inhibitors; AID 1460; P10636; hit rate 2.1% among 270,000; recombinant tau K18 P301L, heparin-induced fibrillization, ThT fluorescence; also: % is scaled to controls: 0 for no effect and ±100 for the full control effect; nearly all actives have a fitted effect of over 55% in size
Target sequence (P10636 561-689 P618L limits assumed): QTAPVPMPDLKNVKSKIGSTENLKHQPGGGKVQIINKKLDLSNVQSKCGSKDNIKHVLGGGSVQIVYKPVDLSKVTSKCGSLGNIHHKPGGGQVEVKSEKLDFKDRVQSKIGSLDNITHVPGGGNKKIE
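Aggregation was driven by heparin (20 uM final) acting on recombinant tau […] bearing P301L in 100 mM sodium acetate pH 7; fibrils were detected with Thioflavin T.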
ALDH1A1 inh – blocks purified human ALDH1A1 activity; hit rate 7.3% among 220,000; AID 1030; Potency, µM (top dose mostly 75.3 µM), for inactives: at the top dose activity, negative = inhibition, most hits filed as inhibitors; Purified ALDH1A1, NADH fluorescence, propionaldehyde substrate; P00352; active = well fitted inhibition curve with a large enough effect, not every such curve was filed as active; inconclusive = small, poorly fitted or top-dose-only effect, or another doubt; inactive = no such curve, though single readings can be large or run the other way;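 also: plate controls were no enzyme wells and a reference inhibitor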
Target sequence (P00352 whole entry, looked up): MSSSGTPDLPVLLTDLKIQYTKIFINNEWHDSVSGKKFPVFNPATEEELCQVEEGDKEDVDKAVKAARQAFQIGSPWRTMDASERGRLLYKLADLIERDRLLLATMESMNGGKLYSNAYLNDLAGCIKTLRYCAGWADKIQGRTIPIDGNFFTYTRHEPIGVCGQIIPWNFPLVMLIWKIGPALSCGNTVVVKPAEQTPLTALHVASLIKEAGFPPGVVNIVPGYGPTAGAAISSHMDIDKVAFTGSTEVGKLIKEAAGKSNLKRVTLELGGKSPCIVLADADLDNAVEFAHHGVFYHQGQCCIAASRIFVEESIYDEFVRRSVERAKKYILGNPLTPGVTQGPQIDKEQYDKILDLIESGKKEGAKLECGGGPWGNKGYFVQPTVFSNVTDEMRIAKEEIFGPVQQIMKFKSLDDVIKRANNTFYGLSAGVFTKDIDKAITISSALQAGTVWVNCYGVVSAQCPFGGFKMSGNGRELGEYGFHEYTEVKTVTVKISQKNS
Tau FP inhib – inhibitors of human tau fibril formation; P10636; hit rate 0.39% among 280,000; Potency, µM (doses to about 57.7 µM), for inactives: at the highest dose activity, negative = inhibition, usual class: inhibitors; K18 P301L tau heparin fibrillization, Alexa594 FP, 6 h; AID 1468; also: % is scaled to controls: 0 for no effect and ±100 for the full control effect; nearly all actives have a fitted effect of over 55% in size
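Heparin (20 uM) drove fibril formation of recombinant tau K18 P301L, 15 uM unlabeled with 0.24 uM Alexa 594 label, for 6 hr at 37 C in 100 mM sodium acetate pH 7. Fluorescence polarization (555/632 nm) read 1 hr after 30 uM ThT.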
* marks the source's active call; other numbers are inactive results; ? = inconclusive; · = not tested or not shown; & = joins results of further samples; [ ] = remark or other dose. Unless noted, calls follow the shape of the dose curve; as a rule, active = well fitted curve in the direction sought with a large enough effect; inconclusive = small, poorly fitted or top-dose-only effect, or another doubt; inactive = no such curve, though single readings can be large; an effect the other way counts as inactive or inconclusive. Potency is read from the fitted curve at half-maximal effect.

Results follow in this order: SMN2 splice up	HTT cytoprotect	Tau fluor cs	JMJD2E inh	HTT aggregate	Tau ThT inhib	ALDH1A1 inh	Tau FP inhib
O=C(Nc1ccccc1O)c1csc2c1CCCC2
→ 16µM*	2%[10 µM]	-22%	2%	6%[9.22 µM]	-12%	-4%	11%
O=C(O)CC/C(=C\c1ccc(N2CCOCC2)c([N+](=O)[O-])c1)c1nc2ccccc2s1
→ 5%	-8%	-12%	-1%	3%	7.9µM*	6.3µM*	-3%
CCOc1ccc(/C=C/c2nc(C#N)c(N3CCC(C)CC3)o2)cc1
→ 2%	·	?	·	·	?	·	16%
O=C(OCc1ccc(F)cc1)c1ccc2c(c1)-c1ccccc1C2=O
→ 15%	0%	-30%	-5%	3%	?	5%	7%
Cc1cc(C)cc(Nc2nc3ccccc3n3cnnc23)c1
→ 3%	·	-30%	·	·	-17%	·	4%
CC(C)N1CC(C(=O)Nc2nc3ccccc3s2)CC1=O (stereo not given)
→ 2%	9%[10 µM]	-1%	2%	-13%	-11%	7%	-2%
CC1CCCCN1S(=O)(=O)c1ccc2c(c1)oc(=O)n2CC(=O)O (stereo not given)
→ ·	2%	2%	1%	-22%	6%	-13%	6%
C=CCN(CC=C)CC(O)Cn1c2ccccc2c2ccccc21 (stereo not given)
→ -29%	4%	-18%	7%	-12%	-2%	?	-4%
Cc1ccc(NC(=O)CCn2nc([N+](=O)[O-])cc2C)nc1
→ 7%	·	6%	-1%	-7%	0%	7%	15%
CCC(=O)N1CCc2cc(S(=O)(=O)CCC(=O)N3CCN(c4ccccc4F)CC3)ccc21
→ -20%	·	-12%	·	·	-21%	·	-4%
O=C(CCNS(=O)(=O)c1cccs1)N1CCc2ccccc2C1
→ -10%	3%	-3%	-8%	-3%	-7%	0%	0%
COc1ccc(Nc2c(-c3ccccn3)nc3ccc(Cl)cn23)cc1
→ 25%	·	?	·	·	-20%	·	-2%
O=S(=O)(NCCOc1ccc(F)cc1)c1ccc2c(c1)OCCO2
→ -12%	4%[10 µM]	-22%	-2%	-8%	-13%	?	2%
CC(=O)N1c2ccccc2C(C)(c2ccccc2)CC1(C)C (stereo not given)
→ 5%	15%	-3%	3%	-7%	-14%	-1%	17%
O=C(NCc1ccc(/C=c2\sc3n(c2=O)CCN=3)o1)C(=O)Nc1ccccc1
→ 5%	·	4%	19%	12%	5%	?	-1%
COc1ccc(-c2[nH]n(-c3ccc([N+](=O)[O-])cc3)c(=O)c2C=NCCN2CCNCC2)cc1
→ ·	-63%[inhibitor][10 µM]	-13%	-27%	12%[9.22 µM]	-15%	?	-3%
CCOC(=O)CCCN1CC(O)=C(c2nc3ccccc3s2)C1=N
→ -5%	-14%	-15%	?	4%	?	-14%	0%
CC(C)OCCCN1C(=O)c2[nH]nc(-c3ccccc3O)c2C1c1ccc(OCc2ccccc2)cc1 (stereo not given)
→ -16%	·	?	·	·	-3%	·	-3%
CC(=O)c1ccc(Cc2ncc(C(F)(F)F)cc2Cl)s1
→ -11%	31%[10 µM]	-20%	-11%	-8%	-15%	4%	-9%
O=C(Nc1nccs1)c1cccc(N2C(=O)c3cccc4c([N+](=O)[O-])ccc(c34)C2=O)c1
→ 6%	-10%[10 µM]	?	-5%	?	?	3%	5%
O=Nc1c(O)[nH]c2ccc(F)cc12
→ 19%	·	-4%	3%	3%	-11%	-3%	2%
O=C(Nc1ccc(F)cc1F)C1CCN(C(=O)c2ccc(Br)cc2)CC1
→ -12%	-2%	3%	-4%	14%	0%	3%	8%
CC(C)(C)c1ccc(OCCNC(=O)Cc2ccc(F)cc2)cc1
→ -18%	-7%[10 µM]	-9%	8%	6%	0%	16%	1%
O=C(c1ccc(Oc2ccc(C(F)(F)F)cc2[N+](=O)[O-])cc1)N1CCOCC1
→ -60%[inhibitor]	·	3%	4%	8%	5%	-8%	2%
COCCNC(=O)CN(C(=O)Cn1nnc2ccccc21)c1cccc(C)c1C
→ -14%	11%[10 µM]	-3%	-14%	-8%[9.22 µM]	-6%	-2%	0%
Cc1noc(/C=C/c2cccs2)c1S(=O)(=O)N1CCC(C(=O)NCCCN2CCC(C)CC2)CC1
→ ·	-28%	-19%	3%	-18%	-15%	6%	-2%
CCCOC(=O)C1[C@H]2C(=O)N(CC3CCCO3)C[C@]23C=C[C@H]1O3 (stereo not given in full)
→ 13%	15%	-1%	-5%	4%	2%	3%	-6%
O=C(COc1ccccc1)OCc1cc2ccccc2[nH]c1=O
→ -6%	8%[0.074 µM]	-12%	-6%	-17%	-14%	-4%	-5%
CCCCCCCCCC(=O)OCC(CO)OC(=O)CCCCCCCCC (stereo not given)
→ -4%&3%	-8%&-24%	3%&-18%	4%	·	4%&-16%	1%&2%	-9%&3%
CCCc1ccc(-c2cc(C(=O)NCCc3ccc(S(N)(=O)=O)cc3)c3ccccc3n2)cc1
→ ?	-70%[inhibitor]	-18%	?	13%	9%	-1%	0%
CCn1c(-c2ccccc2Cl)nn(CC(=O)Nc2cc(Cl)ccc2Cl)c1=S
→ -17%	29%	-14%	2%	-3%	-24%	?	0%
CCOC(=O)c1c(C)c(-c2ccccc2)n(CC(=O)Nc2cccc(F)c2)c1C
→ -13%	·	?	·	·	-7%	·	-13%
CC(C)(C)NC(=O)CSc1nnc(-c2ccccn2)n1Cc1ccccc1
→ ·	-9%[10 µM]	-15%	0%	-5%[9.22 µM]	-9%	·	-3%
NC(=S)Nc1nccc(-c2cccs2)n1
→ 20%	-63%[inhibitor]	-2%	9%	2%	-8%	-5%	-6%
CC(=O)Nc1ccc(S(=O)(=O)Nc2nc3cc4c(cc3nc2Cl)OCCO4)cc1
→ ·	-3%[10 µM]	2%	?	4%[9.22 µM]	-9%	·	1%
CC(=O)Nc1ccc(S(=O)(=O)NCC2CCC(C(=O)NCCC(C)C)CC2)cc1 (stereo not given)
→ -2%	-4%	3%	2%	-8%	5%	3%	-7%
O=c1cc[nH]c(=S)[nH]1
→ -7%	-3%	-5%	6%	4%	-1%	-4%	0%
COc1cc(OC)c2c(OC)c(-c3ccc4c(c3)OCO4)c(=O)oc2c1
→ ?	·	-17%	-12%	·	?	?	5%
O=c1[nH]c2ccccc2c(O)c1SCCO
→ ·	-2%[10 µM]	-6%	?	-9%[9.22 µM]	-16%	-15%	-1%
CC1=NNC(=O)C1CC(=O)N/N=C/c1ccc(C)o1 (stereo not given)
→ ·	1%[10 µM]	-23%	-1%	9%[9.22 µM]	·	·	-9%
O=S(=O)(CCSc1ccc(C(F)(F)F)cn1)c1ccccc1
→ ·	14%[10 µM]	-13%	0%	11%[9.22 µM]	1%	?	-6%
O=C(Nc1nc2ccccc2[nH]1)C1CCCC1
→ 11µM*	-89%[inhibitor]	-3%	1%	-3%	2%	0%	-8%
Cc1noc(COc2ccc(OCc3nc(C)no3)cc2)n1
→ ?	-12%	-10%	5%	6%	?	-2%	-1%
COc1ccc(S(=O)(=O)Nc2cc3c(cc2C(C)=O)OCO3)cc1
→ ·	3%[10 µM]	12%	-5%	35%[9.22 µM]	4%	0%	3%
Cn1c(SCc2ccc(Cl)cc2)nc(C(F)(F)F)cc1=O
→ -2%	8%	-16%	7%	-3%	-2%	6%	-6%

Rewritten field by field: part of the list above.
> CC(C)(C)NC(=O)CSc1nnc(-c2ccccn2)n1Cc1ccccc1
  SMN2 splice up: · | HTT cytoprotect: -9%[10 µM] | Tau fluor cs: -15% | JMJD2E inh: 0% | HTT aggregate: -5%[9.22 µM] | Tau ThT inhib: -9% | ALDH1A1 inh: · | Tau FP inhib: -3%

> O=S(=O)(CCSc1ccc(C(F)(F)F)cn1)c1ccccc1
  SMN2 splice up: · | HTT cytoprotect: 14%[10 µM] | Tau fluor cs: -13% | JMJD2E inh: 0% | HTT aggregate: 11%[9.22 µM] | Tau ThT inhib: 1% | ALDH1A1 inh: ? | Tau FP inhib: -6%

> O=C(Nc1nc2ccccc2[nH]1)C1CCCC1
  SMN2 splice up: 11µM* | HTT cytoprotect: -89%[inhibitor] | Tau fluor cs: -3% | JMJD2E inh: 1% | HTT aggregate: -3% | Tau ThT inhib: 2% | ALDH1A1 inh: 0% | Tau FP inhib: -8%

> CC(=O)Nc1ccc(S(=O)(=O)Nc2nc3cc4c(cc3nc2Cl)OCCO4)cc1
  SMN2 splice up: · | HTT cytoprotect: -3%[10 µM] | Tau fluor cs: 2% | JMJD2E inh: ? | HTT aggregate: 4%[9.22 µM] | Tau ThT inhib: -9% | ALDH1A1 inh: · | Tau FP inhib: 1%

More results follow:
Results follow in this order: SMN2 splice up	HTT cytoprotect	Tau fluor cs	JMJD2E inh	HTT aggregate	Tau ThT inhib	ALDH1A1 inh	Tau FP inhib
CCOC(=O)c1ccc(N2C(=O)c3n[nH]c(C)c3C2c2cccc(Br)c2)cc1 (stereo not given)
→ 13%	·	?	·	·	-1%	·	?
Cc1cnn(-c2cc(N/N=C/c3ccccc3Cl)ncn2)c1
→ 19%	2%	-9%	3%	-2%	0%	-7%	3%
Oc1ccccc1/C=N/n1cnn(Cc2ccccc2Cl)c1=S
→ 15%	-2%[10 µM]	-1%	-2%	-6%	11%	?	-2%
Cc1ccc(Sc2c(C)nn(C(=O)c3cccc(S(=O)(=O)N4CCOCC4)c3)c2C)cc1
→ -44%[inhibitor]	6%	-25%	-5%	-1%	?	?	-11%
COCCNc1nc(C)nc2c1nc(-c1ccccc1)n2C1CCN(Cc2ccccc2)C1 (stereo not given)
→ -9%	12%	-7%	?	·	-5%	?	-1%

Record cards, as listed above.
`CCOC(=O)c1ccc(N2C(=O)c3n[nH]c(C)c3C2c2cccc(Br)c2)cc1` (stereo not given) in the list: SMN2 splice up = 13%; HTT cytoprotect = ·; Tau fluor cs = ?; JMJD2E inh = ·; HTT aggregate = ·; Tau ThT inhib = -1%; ALDH1A1 inh = ·; Tau FP inhib = ?
`O=S(=O)(CCSc1ccc(C(F)(F)F)cn1)c1ccccc1` in the list: SMN2 splice up = ·; HTT cytoprotect = 14%[10 µM]; Tau fluor cs = -13%; JMJD2E inh = 0%; HTT aggregate = 11%[9.22 µM]; Tau ThT inhib = 1%; ALDH1A1 inh = ?; Tau FP inhib = -6%

Not all compounds are listed (hit frequency here may not be typical).
